High-throughput results (PubChem BioAssay)
LGR2 antag: blocks bursicon-induced cAMP signaling via Drosophila LGR2; hit rate 0.35% among 380,000; HEK293 LGR2, CRE-luciferase, bursicon-stimulated, 4 h; AID 720647; inhibition, % at 9.99 µM;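 active = drop in luminescence signal, shown as inhibition above about 50% in the replicate tests, limit read from the data, passing the limit was not always enough; inconclusive = probably only some replicates passing the limit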;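 also: agonist challenge used bursicon conditioned medium at about half maximal strength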
PAX8 inh HTS: PAX8 transcriptional activity inhibition | RMG-I TPO-luciferase reporter, SteadyGlo, 24 h | inhibition, % at 12.6 µM | hit rate 1.2% among 360,000 | AID 652154;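 active = mean replicate inhibition at least 60% with every replicate also reaching 60%; inconclusive = only one of the two criteria is met; inactive = mean below 60% and not all replicates reaching 60%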;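 also: luciferase light reporting Pax8 driven TPO promoter activity; plate controls were median of neutral control wells for no effect and mitoxantrone controls for full effect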
PglD DTNB: PglD (C. jejuni) enzyme inhibition. purified PglD enzyme, DTNB colorimetric CoA detection. inhibition, % at 12.5 µM. hit rate 0.098% among 360,000. AID 602405; in the data active = inhibition above about 16%, passing the limit was not always enough; inconclusive = no clear call, values can overlap the other calls; also: strong numbers were not always called active
ARNT-TACC3 inh: disrupts binding between human ARNT and TACC3; Q9Y6A5; AlphaScreen His-ARNT PAS-B/GST-TACC3 binding, luminescence; TACC3 fragment carries E629A point mutation; inhibition, % at 9.99 µM; hit rate 0.66% among 390,000; AID 623870;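 active = mean inhibition of replicates at least 50% and at least half of replicates each reaching 50%; inconclusive = half or more replicates reach 50% but mean below 50%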;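 also: 0% = complete ARNT plus TACC3 wells and 100% = ARNT alone without TACC3; many hits fall short of the cut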
Statin myotox sup: suppressors of simvastatin-induced myotoxicity in C2C12 myotubes; ATP luminescence, 48 h; scaled: DMSO 0, geranylgeraniol control 100; AID 602340; rescue of ATP level, % at 7.49 µM; hit rate 0.78% among 330,000;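 active = mean ATP rescue above about 67%, or every replicate alone reaching that limit, limit read from the data, passing the limit was not always enough; inconclusive = no clear call, values can overlap the other calls; inactive = mean under the limit and some replicate under it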;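 also: myotubes were challenged with 10 µM simvastatin during compound exposure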
PGC1a acetyl inh: modulators of PGC1a acetylation; hit rate 0.17% among 350,000; U2OS PGC1a acetylation, AlphaScreen anti-acetyl-lysine; with virally co-expressed GCN5 acetyltransferase; inhibition, % at 15.6 µM;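 active = every replicate shows inhibition of at least 40%; inconclusive = mean inhibition at least 40% but some replicate below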;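 also: 0% = neutral control wells and 100% = positive control wells; some results beyond the cut were filed as inactive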
INS-1E GSIS act: primary screen for activators of insulin secretion dependent on glucose, INS-1E cells, GLuc reporter luminescence; INS-1E GLuc reporter insulin secretion, 2-3 h; activation, % at 16.6 µM; hit rate 0.61% among 370,000;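 active = lowest replicate activation of at least 40%, so every replicate reaches that level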;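 also: 0% = median of neutral control wells and 100% = median of IBMX positive control wells; some compounds called inactive have numbers as strong as hits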
Cneo AK release: causes C. neoformans cell lysis; hit rate 0.2% among 360,000; AID 651654; lysis activity, % at 15 µM; adenylate kinase release luminescence, 4 h; normalised: neutral wells 0, clomiphene wells 100;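 active = mean lysis activity across replicates of at least 80%, whatever share of replicates individually reach that level; inactive = mean lysis activity below 80%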
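Test system: log-phase Cryptococcus neoformans yeast cells; Quantity: yeast cell density of 5 × 10^6 cells/mL; Buffer or medium: YPD; Doses: single compound concentration per well; Timing: 4 h at 37 °C static, read 1 h later; Measured by: AK luminescence; Read-out basis: lysis from increased AK signal; Control set: Clomiphene as positive control.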
An asterisk follows results filed as active.

What do the screens show for `CC(C)(C)OC(=O)C[C@@H]1C/C=C\C[C@H](CC(=O)N[C@H](CO)Cc2ccccc2)C(=O)N[C@H](C(C)(C)C)COC1=O`?
LGR2 antag: -6; PAX8 inh HTS: 3; PglD DTNB: 1; ARNT-TACC3 inh: -10; Statin myotox sup: 8; INS-1E GSIS act: -8; Cneo AK release: 3

What do the screens show for `COc1ccc2c(c1)c(C(=O)CNc1nc(C)cs1)c(C)n2C`?
PglD DTNB: 3; ARNT-TACC3 inh: 18; PGC1a acetyl inh: -9; Cneo AK release: -1

How did Cc1ccccc1C#N do in these assays?
LGR2 antag: 10; PglD DTNB: -5; Statin myotox sup: 0; PGC1a acetyl inh: -4; INS-1E GSIS act: 19; Cneo AK release: 8

What do the screens show for `O=C(OC1CCCCC1=O)c1cccc(S(=O)(=O)N2CCOCC2)c1` (stereo unspecified)?
LGR2 antag: -11; PAX8 inh HTS: -13; PglD DTNB: 0; ARNT-TACC3 inh: 0; Statin myotox sup: -9; INS-1E GSIS act: 4; Cneo AK release: 2

How did CCOC(=O)c1c(C)n(C)c2ccc(OC(C)=O)cc12 do in these assays?
PglD DTNB: 1; ARNT-TACC3 inh: 4; PGC1a acetyl inh: -5; Cneo AK release: 1

Results for CCCC#Cc1ccc2c(c1)O[C@@H](CN(C)C(=O)CC)[C@H](C)CN([C@@H](C)CO)S2(=O)=O ?
LGR2 antag: 10; PAX8 inh HTS: 9; PglD DTNB: -1; ARNT-TACC3 inh: inconclusive; Statin myotox sup: -48; PGC1a acetyl inh: -3; INS-1E GSIS act: -13; Cneo AK release: -2

Results for CCOC(=O)C1CCN(CC(=O)Nc2ccc(S(=O)(=O)N3CCC(C)CC3)cc2)CC1 ?
LGR2 antag: -1; PAX8 inh HTS: 0; PglD DTNB: 4; ARNT-TACC3 inh: -9; Statin myotox sup: 16; Cneo AK release: -5

Results for CCN(CC)C(=O)/C(=C\c1ccncc1)NC(=O)c1ccccc1 ?
LGR2 antag: 0; PAX8 inh HTS: 0; ARNT-TACC3 inh: -6; INS-1E GSIS act: -3

Results for O=[N+]([O-])c1ccc(Cl)c(S(=O)(=O)/N=C(/Nc2cccnc2)c2ccccc2)c1 ?
LGR2 antag: 2; PAX8 inh HTS: 17; PglD DTNB: -2; ARNT-TACC3 inh: 3; Statin myotox sup: inconclusive; PGC1a acetyl inh: -1; Cneo AK release: 1

What do the screens show for `COc1ccc(NS(=O)(=O)c2cccc(C(=O)O)c2)cc1`?
LGR2 antag: -2; PglD DTNB: 2; ARNT-TACC3 inh: 0; Statin myotox sup: 8; PGC1a acetyl inh: -2; INS-1E GSIS act: -4; Cneo AK release: -1

What do the screens show for `CN(c1ccccc1C(=O)N1CCc2ccccc2C1)S(C)(=O)=O`?
PAX8 inh HTS: 12; PglD DTNB: 3; ARNT-TACC3 inh: 5; Statin myotox sup: -4; PGC1a acetyl inh: -21; Cneo AK release: 0

What do the screens show for `Oc1c(Br)cc(/C=N/NC(=S)NCc2ccco2)cc1Br`?
LGR2 antag: -28; PAX8 inh HTS: 4; ARNT-TACC3 inh: 3; INS-1E GSIS act: -47

Results for O=C(C[C@H]1CC[C@H](NS(=O)(=O)c2ccc(F)cc2)[C@@H](CO)O1)NC1CCCCC1 ?
LGR2 antag: 6; PAX8 inh HTS: -5; PglD DTNB: -3; ARNT-TACC3 inh: -2; Statin myotox sup: 4; PGC1a acetyl inh: 1; INS-1E GSIS act: -3; Cneo AK release: 0

How did C[C@@H]1CN([C@H](C)CO)C(=O)Cc2cc(NC(=O)CCCN(C)C)ccc2O[C@H]1CN(C)S(=O)(=O)c1ccc(F)cc1 do in these assays?
LGR2 antag: 10; PAX8 inh HTS: 5; PglD DTNB: -1; ARNT-TACC3 inh: -6; Statin myotox sup: 13; PGC1a acetyl inh: 3; INS-1E GSIS act: 27; Cneo AK release: 3

How did Cc1oc(-c2ccccc2Cl)nc1CN1CCCN(C(=O)c2ccco2)CC1 do in these assays?
LGR2 antag: -2; PAX8 inh HTS: 7; PglD DTNB: 1; ARNT-TACC3 inh: -23; Statin myotox sup: 4; PGC1a acetyl inh: 6; INS-1E GSIS act: 4; Cneo AK release: 4

How did CCc1nc2cc3sc(CC)nc3cc2s1 do in these assays?
LGR2 antag: -41; PAX8 inh HTS: -201; PglD DTNB: 0; ARNT-TACC3 inh: 13; Statin myotox sup: 4; PGC1a acetyl inh: 4; INS-1E GSIS act: -6; Cneo AK release: -2

Results for CCC(=O)N(CC(C)C)C[C@H]1[C@H](c2ccccc2)[C@@H](CO)N1C(=O)C1CCC1 ?
LGR2 antag: 9; PAX8 inh HTS: -2; PglD DTNB: -1; ARNT-TACC3 inh: -14; Statin myotox sup: 8; PGC1a acetyl inh: -4; INS-1E GSIS act: -5; Cneo AK release: -3

How did Cc1ccc(S(=O)(=O)N2CCOCC2)cc1C(=O)Nc1ccc(N2CCCCCC2)cc1 do in these assays?
LGR2 antag: 7; PAX8 inh HTS: -16; PglD DTNB: -2; ARNT-TACC3 inh: 23; Statin myotox sup: -14; INS-1E GSIS act: -22; Cneo AK release: -5

What do the screens show for `Cc1ccc(NC(=O)c2cnc(SCC(=O)NCC3CCCO3)n(C)c2=O)cc1C` (stereo unspecified)?
LGR2 antag: -41; PAX8 inh HTS: -67; PglD DTNB: 3; ARNT-TACC3 inh: -2; Statin myotox sup: 14; PGC1a acetyl inh: 1; INS-1E GSIS act: -1; Cneo AK release: -6

What do the screens show for `O=C(c1ccccc1)c1ccc(-n2cnnc2)c([N+](=O)[O-])c1`?
LGR2 antag: 1; PAX8 inh HTS: -5; PglD DTNB: 7; ARNT-TACC3 inh: -2; Statin myotox sup: -3; PGC1a acetyl inh: 15; INS-1E GSIS act: 13; Cneo AK release: -1

What do the screens show for `Cc1nc2ccc(C(=O)N3CCN(Cc4ccccc4)CC3)cc2[nH]1`?
LGR2 antag: -4; PAX8 inh HTS: 17; PglD DTNB: -5; ARNT-TACC3 inh: 3; Statin myotox sup: 13; INS-1E GSIS act: -7; Cneo AK release: 1

Results for COc1ccc(OCCN2CCC(C(=O)NC(c3ccc(Cl)cc3)c3cnccn3)CC2)cc1 (stereo unspecified) ?
PAX8 inh HTS: -52; PglD DTNB: -7; Statin myotox sup: -6; PGC1a acetyl inh: 0; Cneo AK release: 0

How did Cc1nc(SCc2nc3ccc(Cl)cc3[nH]2)c2oc3ccccc3c2n1 do in these assays?
PAX8 inh HTS: 14; PglD DTNB: -2; ARNT-TACC3 inh: 3; Statin myotox sup: -2; PGC1a acetyl inh: 5; Cneo AK release: 4

How did Cc1c(NC(=O)COC(=O)/C=C/c2ccc(Cl)cc2)c(=O)n(-c2ccccc2)n1C do in these assays?
LGR2 antag: 24; PAX8 inh HTS: 4; ARNT-TACC3 inh: 1; INS-1E GSIS act: 0

Results for CCCC(=O)Nc1ccc(C(=O)NCCCn2ccnc2)cc1 ?
PAX8 inh HTS: -4; PglD DTNB: -1; ARNT-TACC3 inh: 17; Cneo AK release: 5

Results for Cc1cc2c(N)cccc2nn1 ?
PglD DTNB: -1; ARNT-TACC3 inh: 31; Statin myotox sup: -2; PGC1a acetyl inh: -3; Cneo AK release: 1

How did CCN1CCN(C(=O)/C=C/c2ccc(C)o2)CC1 do in these assays?
LGR2 antag: -12; PAX8 inh HTS: 6; ARNT-TACC3 inh: -6; INS-1E GSIS act: 9

Results for CC1(C(=O)NS(=O)(=O)c2ccc(C#N)cc2)CCN1C(=O)CCC1CCCC1 (stereo unspecified) ?
LGR2 antag: -21; PglD DTNB: -1; Statin myotox sup: 13; PGC1a acetyl inh: 10; INS-1E GSIS act: -1; Cneo AK release: -1

Results for O=c1cc(-c2ccc(O)cc2)oc2c(-c3c(O)cc(O)c4c(=O)cc(-c5ccc(O)cc5)oc34)c(O)cc(O)c12 ?
PglD DTNB: -1; ARNT-TACC3 inh: 5; Statin myotox sup: 17; PGC1a acetyl inh: 10; Cneo AK release: 1

Results for C[C@@H]1CCCCO[C@@H](CN(C)S(C)(=O)=O)[C@@H](C)CN([C@H](C)CO)C(=O)c2cc(NC(=O)Cc3ccccc3)ccc2O1 ?
LGR2 antag: -17; PAX8 inh HTS: -14; PglD DTNB: -1; ARNT-TACC3 inh: -5; Statin myotox sup: 2; PGC1a acetyl inh: -8; INS-1E GSIS act: 18; Cneo AK release: -1

How did Cc1cccc(Nc2nnc(SCC(=O)c3c(N)n(C4CC4)c(=O)[nH]c3=O)s2)c1C do in these assays?
LGR2 antag: -7; PAX8 inh HTS: -3; PglD DTNB: 1; ARNT-TACC3 inh: -7; Statin myotox sup: -6; PGC1a acetyl inh: -4; INS-1E GSIS act: -8; Cneo AK release: 1

What do the screens show for `COc1ccc(C(=O)N2CCN(C3CCCCC3)CC2)cc1OC`?
LGR2 antag: -1; PAX8 inh HTS: 4; PglD DTNB: -2; ARNT-TACC3 inh: -3; Statin myotox sup: 41; PGC1a acetyl inh: -14; INS-1E GSIS act: -1; Cneo AK release: 0

What do the screens show for `O=C(COc1ccc2ccccc2c1)NCC1CCCO1` (stereo unspecified)?
LGR2 antag: 9; PAX8 inh HTS: -3; ARNT-TACC3 inh: -22; Statin myotox sup: 29; PGC1a acetyl inh: 6; INS-1E GSIS act: 15

How did CCOC(=O)c1sc(NC(=O)CSc2nccc(C)n2)nc1C do in these assays?
LGR2 antag: 8; PAX8 inh HTS: -2; ARNT-TACC3 inh: -11; INS-1E GSIS act: -7

How did C=CCNC(=O)c1ccc2c3n(nc2c1)-c1ccccc1CO3 do in these assays?
LGR2 antag: 16; PAX8 inh HTS: -16; PglD DTNB: 4; ARNT-TACC3 inh: 2; Statin myotox sup: -35; PGC1a acetyl inh: 3; INS-1E GSIS act: -4; Cneo AK release: -6

What do the screens show for `O=C(O)c1cccc(Nc2ccc([N+](=O)[O-])cn2)c1`?
LGR2 antag: 1; PAX8 inh HTS: -2; PglD DTNB: -7; ARNT-TACC3 inh: 7; Statin myotox sup: -7; PGC1a acetyl inh: -5; INS-1E GSIS act: 2; Cneo AK release: -2

How did C[C@@H]1CN([C@H](C)CO)C(=O)c2cc(NC(=O)CCCCCC(=O)Nc3ccccc3N)ccc2O[C@@H]1CN(C)S(=O)(=O)c1ccc(Cl)cc1 do in these assays?
LGR2 antag: 22; PAX8 inh HTS: 10; PGC1a acetyl inh: 1; INS-1E GSIS act: -13

Results for Cc1cccc(-c2onc3ccc(C4(C)OCCO4)cc23)c1 ?
PAX8 inh HTS: -15; PglD DTNB: -4; ARNT-TACC3 inh: 0; Statin myotox sup: -7; PGC1a acetyl inh: -15; Cneo AK release: 0

What do the screens show for `CC(Oc1ccccc1)C(=O)Nc1nnc(S(=O)(=O)N2CCCCC2)s1` (stereo unspecified)?
LGR2 antag: -6; PAX8 inh HTS: 10; PglD DTNB: 5; ARNT-TACC3 inh: -17; Statin myotox sup: -25; PGC1a acetyl inh: -1; INS-1E GSIS act: -31; Cneo AK release: 0

How did Cc1cc(C)cc(N(CC(=O)NCc2ccccc2)C(=O)CCC(=O)Nc2ccccn2)c1 do in these assays?
LGR2 antag: -4; PAX8 inh HTS: 2; PglD DTNB: 5; Statin myotox sup: -3; PGC1a acetyl inh: -4; INS-1E GSIS act: -16; Cneo AK release: 3
